GAA inhib: qHTS Assay for Inhibitors of Human alpha-Glucosidase as a Potential Chaperone Treatment of Pompe Disease; Lysosomal alpha-glucosidase (Homo sapiens), P10253; purified human GAA, 4-MU-alpha-glucoside fluorescence; Potency, µM (highest dose often 76.9 µM), for the others: at the highest dose activity change, negative = inhibition, most hits filed as inhibitors; 200,000 tested, 0.005% active;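 also: plate controls were uninhibited enzyme wells for no effect and no-enzyme background for full effect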
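qHTS format, compound range up to 77 uM. Human lysosomal enzyme at 4 nM, 400 uM 4-MU glucoside substrate, pH 5.0, 20 min room temperature; fluorescence after alkaline stop gives activity normalized to controls.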
GAA spleen mod: qHTS Assay for Inhibitors and Activators of Human alpha-Glucosidase From Spleen Homogenate; AID 2112, 2009; Lysosomal alpha-glucosidase (Homo sapiens), P10253; Potency, µM (titrated, usually from 79.9 µM), inactives show top-dose activity change, negative = inhibition, hits mostly inhibitors; 240,000 tested, 0.006% active; human spleen homogenate, 4-MU-alpha-glucoside fluorescence;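 also: 0% = enzyme with vehicle and -100% = no enzyme basal signal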
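Enzyme source: human spleen homogenate, 1 ug/well. Buffer 50 mM citric acid/K phosphate pH 5.0, 0.01% Tween-20. 4-MU-alpha-glucoside 1 mM; 37 C x 40 min; NaOH/glycine stop; fluorescence.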
Tau fluor cs: Counterscreen qHTS for Inhibitors of Tau Fibril Formation, Fluorescence Polarization | tau K18 P301L (four-repeat tau fragment) Alexa594 fluorescence, heparin fibrillization | Potency, µM (doses to about 57.7 µM), without a hit: at the top dose activity change, negative = decrease | 280,000 tested, 0.93% active | AID 1463, 2008; also: % is scaled to controls: 0 for no effect and ±100 for the full control effect; nearly all actives have a fitted effect of over 55% in size
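Human K18 P301L tau (15 uM unlabeled plus 0.24 uM Alexa 594-labeled, final) in 100 mM sodium acetate pH 7 was mixed with compound and 20 uM heparin and incubated 6 hr at 37 C.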
NPSR antagonist: qHTS Assay for Antagonists of the Neuropeptide S Receptor: cAMP Signal Transduction; CHO-NPSR cells, cAMP TR-FRET, antagonist mode; Potency, µM (top dose mostly 38.3 µM), for inactives: at the top dose activity change, negative = inhibition, most hits filed as inhibitors; 220,000 tested, 1% active; also: % is scaled to controls: 0 for no effect and ±100 for the full control effect; nearly all actives have a fitted effect of over 50% in size; many of its hits are not listed in these tables
Target sequence (Q6W5P4 whole entry, looked up): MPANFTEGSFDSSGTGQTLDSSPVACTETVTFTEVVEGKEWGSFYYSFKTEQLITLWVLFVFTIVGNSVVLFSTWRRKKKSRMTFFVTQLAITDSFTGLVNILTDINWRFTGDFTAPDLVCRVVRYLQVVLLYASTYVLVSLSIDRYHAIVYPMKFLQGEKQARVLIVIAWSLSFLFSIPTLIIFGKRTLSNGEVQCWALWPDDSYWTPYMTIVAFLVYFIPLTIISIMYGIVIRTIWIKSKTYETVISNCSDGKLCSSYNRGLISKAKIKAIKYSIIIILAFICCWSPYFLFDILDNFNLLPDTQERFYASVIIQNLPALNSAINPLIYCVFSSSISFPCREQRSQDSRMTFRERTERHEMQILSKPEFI
Epigenetic reg: Quantitative High-Throughput Screen for Regulators of Epigenetic Control. murine LDR cells, GFP reporter derepression, 30 h. Potency, µM (highest dose often 53.9 µM), without a hit: top-dose GFP activation, hits mostly activators. 280,000 tested, 0.2% active. AID 1865, 2009; also: % of control where 0% means no effect; nearly all actives have a fitted effect of over 60% in size
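In this reporter-derepression format, murine cells bearing a silenced integrated CMV-GFP locus incubate with test compound (30 h, 37 C), then are washed and imaged; fluorescent objects of 20–120 um count as induced cells.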
GAA glycogen: qHTS Assay for Inhibitors and Activators of Human alpha-Glucosidase Cleavage of Glycogen | Lysosomal alpha-glucosidase (Homo sapiens), P10253 | recombinant GAA, glycogen substrate, Amplex Red glucose oxidase fluorescence | Potency, µM (titrated, usually from 76.4 µM), without a hit: at the top dose activity change, negative = inhibition, actives largely listed as inhibitors | 300,000 tested, 0.38% active | AID 2100, 2009;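 also: 0% = full enzyme reaction and -100% = no-enzyme basal signal; the screen sought inhibitors and activators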
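Recombinant human enzyme (4 nM); glycogen substrate; 37 C, 40 min, pH 5.0. Readout: coupled glucose oxidase/Amplex Red fluorescence.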
ALDH1A1 block: qHTS Assay for Inhibitors of Aldehyde Dehydrogenase 1 (ALDH1A1) | Aldehyde dehydrogenase 1A1 (Homo sapiens), P00352 | Purified ALDH1A1, NADH fluorescence, propionaldehyde substrate | Potency, µM (top dose mostly 75.3 µM), without a hit: top-dose activity, negative = inhibition, actives largely listed as inhibitors | 220,000 tested, 7.3% active | AID 1030, 2008; active = well fitted inhibition curve with a large enough effect, not every such curve was filed as active; inconclusive = small, poorly fitted or top-dose-only effect, or another doubt; inactive = no such curve, though single readings can be large or run the other way;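 also: plate controls were no enzyme wells and a reference inhibitor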
GLA spleen mod: qHTS Assay for Inhibitors and Activators of Human alpha-Galactosidase From Spleen Homogenate. Alpha-galactosidase A (Homo sapiens), P06280. human spleen homogenate, 4MU-alpha-Gal fluorescence, 40 min. Potency, µM (series often up to 80 µM), without a hit: at the highest dose activity change, negative = inhibition, most hits filed as inhibitors. 240,000 tested, 0.008% active. AID 2107, 2009;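 also: 0% = enzyme with vehicle and -100% = no enzyme basal signal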
Target sequence (P06280 32-429 limits assumed): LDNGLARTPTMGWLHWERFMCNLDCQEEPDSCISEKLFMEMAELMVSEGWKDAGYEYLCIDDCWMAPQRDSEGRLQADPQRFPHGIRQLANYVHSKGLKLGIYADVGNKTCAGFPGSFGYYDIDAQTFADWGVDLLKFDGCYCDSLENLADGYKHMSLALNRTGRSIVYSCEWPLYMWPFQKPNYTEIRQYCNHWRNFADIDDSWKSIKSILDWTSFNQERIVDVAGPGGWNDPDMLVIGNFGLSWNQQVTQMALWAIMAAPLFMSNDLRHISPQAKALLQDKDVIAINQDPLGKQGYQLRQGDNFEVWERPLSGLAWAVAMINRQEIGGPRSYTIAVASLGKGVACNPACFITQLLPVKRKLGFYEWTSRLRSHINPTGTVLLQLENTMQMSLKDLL
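qHTS titration in buffer at pH 5.0. Alpha-galactosidase activity in spleen homogenate was measured via 4-methylumbelliferone release from 1 mM fluorogenic substrate after 40 min at 37C and a pH 10 stop. AC50 came from Hill fits of control-normalized data.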
An asterisk follows results filed as active; u = inconclusive; x = not tested or not shown; & = joins results of further samples; [ ] = remark or other dose. Unless noted, calls follow the shape of the dose curve; as a rule, active = well fitted curve in the direction sought with a large enough effect; inconclusive = small, poorly fitted or top-dose-only effect, or another doubt; inactive = no such curve, though single readings can be large; an effect the other way counts as inactive or inconclusive. Potency is read from the fitted curve at half-maximal effect. This is a subset; count on the stated rates, not on these rows.

SMILES	GAA inhib	GAA spleen mod	Tau fluor cs	NPSR antagonist	Epigenetic reg	GAA glycogen	ALDH1A1 block	GLA spleen mod
COc1ccc(NC(=O)CSc2nncc3ccccc23)cc1	-0.8%	3.2%	-7.8%	7.9%	1.1%	-9.0%	-1.4%	6.8%
CCOC(=O)c1c(NC(=S)NCc2ccccc2)sc2c1CCN(C(=O)OCC)C2	x	2.9%	-3.8%	u	7.0%	-2.5%	x	3.7%
N#CCC(=O)N/N=C/c1ccc(Cl)cc1	x	-15.0%	0.0%	9.6%	-0.3%	3.3%	x	5.6%
Cc1csc(N(C(=O)c2cccc(S(=O)(=O)N3CCCC3)c2)c2ccccc2)n1	u	0.4%	-21.0%	-20.3%[46.1 µM]	-5.1%	11.8%	-15.3%	3.7%
CCOC(=O)N1CCN(Cc2nc(CC3CC3)no2)CC1	0.6%	-5.0%	-2.1%	-16.5%	-0.8%	-13.5%	2.0%	1.1%
CC1CCc2ccccc2N1C(N)=Nc1ccccc1 (configuration not stated)	u	0.3%	-3.3%	19.2%	-4.8%	1.3%	2.6%	0.1%
CC(=O)CCC(=O)N1CCCC(CNC(=O)c2ccc(-c3ccccc3)cc2)C1 (configuration not stated)	2.3%	-2.8%	-4.5%	15.9%	0.0%	0.5%	-1.5%	4.6%
COc1ccc(-n2c(=O)c3c4c(sc3n(CC(N)=O)c2=O)CCCCC4)cc1	x	-14.6%	-0.9%	6.5%	-1.9%	2.2%	x	0.1%
COCC(=O)N/N=C(\C)CC(=O)NCc1ccco1	-1.8%	0.5%	-1.1%	23.6%	0.0%	2.3%	12.3%	6.3%
CCc1ccc(S(=O)(=O)NC(=S)NC2CCCCC2)cc1	3.2%	-2.1%	4.7%	-4.6%	-3.1%	-16.1%	25.1µM*	-0.5%
CN(C)CCCN1C(=O)c2cccc3c(Br)ccc(c23)C1=O	-5.6%	3.4%	-16.7%	-28.6%	u	-30.8%	22.4µM*	3.4%
CC(C)CNS(=O)(=O)c1ccc(CCC(=O)N2CCN(c3ccc(F)cc3)CC2)cc1	3.1%	9.4%	-6.6%	-9.1%	4.9%	-13.3%	u	-0.8%
Cc1cc2ncn(S(=O)(=O)N(C)C)c2cc1C	u	4.7%	-1.8%	8.2%[46.1 µM]	0.0%	3.0%	-8.4%	1.5%
CCCN1C(=O)/C(=C/c2c(NCCCOC(C)C)nc3c(C)cccn3c2=O)SC1=S	3.5%	-4.7%	-11.8%	-8.5%[46.1 µM]	u	7.6%	9.7%	-12.9%
Cc1nn2c(c1-c1ccccc1)N=C(c1ccco1)CC2c1ccccc1 (configuration not stated)	-13.9%	-6.0%	u	-7.4%[46.1 µM]	1.0%	-9.0%	22.4µM*	0.3%
O=C(Cn1c(=O)c2ccccc2n(CC(=O)N2CCCCC2)c1=O)N1CCCCC1	x	5.4%	u	2.3%	0.1%	6.6%	x	1.3%
O=C(COC(=O)CCC(=O)c1cccs1)Nc1cc(S(=O)(=O)N2CCOCC2)ccc1Cl	-0.1%	1.3%	-13.5%	-13.3%[46.1 µM]	5.2%	-4.9%	22.4µM*	6.6%
COc1ccccc1N1CCN(CCCCNS(=O)(=O)c2cccc3c(N(C)C)cccc23)CC1	x	-5.4%	-16.8%	-1.7%[46.1 µM]	-1.2%	x	u	-4.9%
COc1cc(/C=C(\C#N)c2nc3ccc(C)cc3[nH]2)c([N+](=O)[O-])cc1OC	-6.8%	2.9%	u	-15.7%[46.1 µM]	-2.3%	7.2%	3.7%	11.0%
COc1cc(OC)cc(-c2nc3ccccc3c(=O)n2NC(=O)c2cccnc2Cl)c1	-0.8%	-9.8%	5.2%	11.4%	0.9%	-3.3%	-3.9%	2.1%
CCS(=O)(=O)CCSc1nc(C)cc(C)c1C#N	-1.0%	-1.7%	3.2%	-5.1%[46.1 µM]	1.2%	-5.1%	u	12.8%
COc1ccccc1NC(=S)NC(C)C(c1cccs1)N1CCOCC1 (configuration not stated)	x	2.3%	-0.9%	-0.2%	-0.5%	-6.1%	x	5.3%
CN(C(=O)CSc1nnc(-c2ccncc2)n1Cc1ccccc1)C1CCS(=O)(=O)C1 (configuration not stated)	-0.9%	13.5%	1.7%	12.0%	-4.2%	-7.1%	3.7%	6.1%
CCc1cc2c(N=Nc3c(O)[nH]c4ccccc34)ncnc2s1	3.7%	-3.8%	-5.3%	6.3%	22.4µM*	2.7%	17.6%	6.2%
O=C(CN1C(=O)COc2ccccc21)NCCC1=CCCCC1	-14.2%	-6.0%	-8.2%	-11.1%[46.1 µM]	-1.0%	3.1%	u	1.3%
The list goes on:
SMILES	GAA inhib	GAA spleen mod	Tau fluor cs	NPSR antagonist	Epigenetic reg	GAA glycogen	ALDH1A1 block	GLA spleen mod
O=c1[nH]c2c(Br)cnc([N+](=O)[O-])c2[nH]1	x	-2.3%	u	6.5%	-2.9%	7.3%	x	-21.9%
CCC(C(=O)NC1CCCCC1)n1c(SCc2ccccc2F)nc2ccncc21 (configuration not stated)	4.5%	-3.1%	-18.8%&-20.7%	-9.2%	-2.9%&9.0%	8.8%[76.3 µM]	-1.5%	1.5%
CC1(C)Oc2ccc(C#N)cc2[C@@H](OC2=CC(=O)CC2)[C@@H]1O	x	3.0%&8.0%	-10.1%&3.9%	x	0.0%&0.0%	x	2.4%&-1.5%	0.2%&1.3%
CCOC(=O)c1cc2c(ccn2C)n1CC(=O)N1CCN(c2ccccc2)CC1	7.5%	-1.9%	-3.0%	-16.5%[46.1 µM]	-5.5%	-8.7%	u	6.0%
O=C1c2cccc([N+](=O)[O-])c2C(=O)N1CCO	-0.9%	13.5%	-4.8%	4.8%	1.8%	1.7%	5.5%	8.4%
Cc1ccc(C)n1-c1ccc(C(=O)N2CCOCC2)cc1	1.7%	-15.0%	-8.4%	-1.2%[46.1 µM]	-1.1%	-11.4%	u	-7.3%
Cc1[nH]c2ccccc2c1C(C#N)(C#N)C1C(=O)c2ccccc2C1=O	x	7.7%	4.47µM*[quencher]	1.3%	3.9%	-1.9%	x	-8.3%
COc1cccc(NC(=O)CSc2nnc(-c3cc(-c4ccccn4)nc4ccccc34)o2)c1	7.4%	-3.8%	-17.4%	-10.9%[46.1 µM]	1.7%	17.6%	-10.9%	3.4%
COCCNc1nnc(SC(C)C(=O)Nc2ccc(-c3nc4ccc(C)cc4s3)cc2)s1 (configuration not stated)	5.2%	1.3%	u	-0.4%[46.1 µM]	-0.9%	-7.3%	u	6.4%
NS(=O)(=O)c1ccc(O)c(N2C(=O)c3cccc4c(C(=O)O)ccc(c34)C2=O)c1	3.9%	1.2%	9.3%	3.4%	2.4%	-0.9%	8.1%	-4.9%
C/C(CC(=O)Nc1ccc(Cl)c(C(F)(F)F)c1)=N\NC(=O)c1cc2ccccc2cc1O	-2.7%	-2.0%	15.8µM*[quencher]	8.8%	-0.9%	u	4.8%	-8.9%
Cc1ccc(C)c(NC(=S)NC(NC(=O)OCc2ccccc2)C(Cl)(Cl)Cl)c1 (configuration not stated)	-0.9%	-10.9%	-11.2%	-15.0%	0.0%	-7.4%	-10.5%	-10.7%
CCC(CC)C(=O)Nc1ccc(C(=O)c2ccccc2)cc1	-5.6%	-3.8%	-0.7%	-24.0%	-1.1%	-7.7%	-7.0%	2.5%
Cc1cc(C)nc(NC(=O)Cc2ccc([N+](=O)[O-])cc2)c1	-1.7%	6.1%	4.5%	0.7%	0.0%	-5.8%	4.2%	8.7%
Cc1oc(=O)c(NC(=O)c2cccc(Cl)c2)cc1C(=O)c1ccccc1	7.3%	-2.9%	-10.8%	7.94µM*	13.4%	-12.2%	8.91µM*	-4.8%
CC1=C/C(=N\N=C2\NC(=O)C(CC(=O)Nc3ccccc3F)S2)CC(C)(C)C1 (configuration not stated)	14.2%	-16.8%	u	-38.5%	11.1%	-25.3%	1.6%	12.0%
O=C(CN1CCCCCC1)N/N=C/c1cccs1	-12.6%	2.7%	-6.8%	-4.2%[46.1 µM]	-4.1%	-1.9%	-2.6%	5.7%
Cc1cc(/C=C(\C#N)C(=O)NCC2CCCO2)c(C)n1-c1ccc(Cl)cc1 (configuration not stated)	0.1%	-2.2%	u	2.3%[46.1 µM]	0.0%	-6.1%	-0.4%	-3.1%
COc1ccccc1N1C(=O)c2ccccc2NC1C(OC)OC (configuration not stated)	u	-4.5%	-3.9%	4.5%[46.1 µM]	6.4%	-10.8%	23.7%	-8.4%
CC1CC(=O)Nc2ccccc2N1S(=O)(=O)c1ccc(C#N)cc1 (configuration not stated)	x	-4.9%	9.7%	-32.2%	-1.0%	-0.5%	x	-1.7%
COc1cccc(/C=N/NC(=O)CSc2ccccc2C)c1OC	-9.9%	-0.6%	-15.3%	3.3%	2.0%	1.0%	u	-1.0%
O=C(Nc1nc(N2C(=O)c3ccccc3C2=O)n(-c2ccccc2)n1)c1ccc(Cl)cc1	u	0.2%	-5.3%	6.8%[46.1 µM]	0.9%	5.8%	9.8%	6.5%

Record cards, as listed above.
Shown for `Cc1ccc(C)n1-c1ccc(C(=O)N2CCOCC2)cc1` = GAA inhib: 1.7%; GAA spleen mod: -15.0%; Tau fluor cs: -8.4%; NPSR antagonist: -1.2%[46.1 µM]; Epigenetic reg: -1.1%; GAA glycogen: -11.4%; ALDH1A1 block: u; GLA spleen mod: -7.3%
Shown for `CC1=C/C(=N\N=C2\NC(=O)C(CC(=O)Nc3ccccc3F)S2)CC(C)(C)C1` (configuration not stated) = GAA inhib: 14.2%; GAA spleen mod: -16.8%; Tau fluor cs: u; NPSR antagonist: -38.5%; Epigenetic reg: 11.1%; GAA glycogen: -25.3%; ALDH1A1 block: 1.6%; GLA spleen mod: 12.0%
Shown for `CCC(CC)C(=O)Nc1ccc(C(=O)c2ccccc2)cc1` = GAA inhib: -5.6%; GAA spleen mod: -3.8%; Tau fluor cs: -0.7%; NPSR antagonist: -24.0%; Epigenetic reg: -1.1%; GAA glycogen: -7.7%; ALDH1A1 block: -7.0%; GLA spleen mod: 2.5%

From PubChem
